Cneo AK release – Cryptococcus neoformans lysis via adenylate kinase release | C. neoformans lysis, adenylate kinase release luminescence, 4 h; normalised: neutral wells 0, clomiphene wells 100 | lysis activity, % at 15 µM | hit rate 0.2% among 360,000;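 active means mean lysis activity across replicates of at least 80%, whatever share of replicates individually reach that level; inactive means mean lysis activity below 80%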
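Signal: Adenylate kinase release luminescence | Assay system: Log-phase Cryptococcus neoformans yeast cells | Input: Cells at 5 × 10^6 per mL | Buffer or medium: Fresh YPD growth medium | Compound: Single dose | Schedule: Static 4 h at 37 °C with compound, 1 h detection | Controls: Clomiphene | Read-out: Luminescence rise reflecting yeast cell lysis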
C2C12 statin – suppression of simvastatin myotoxicity; C2C12 myotubes + simvastatin, ATP luminescence, 48 h; scaled: DMSO 0, geranylgeraniol control 100; rescue of ATP level, % at 7.49 µM; AID 602340; hit rate 0.78% among 330,000;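 active means mean ATP rescue above about 67%, or every replicate alone reaching that limit, limit read from the data, passing the limit was not always enough; inconclusive means no clear call, values can overlap the other calls; inactive means mean under the limit and some replicate under it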;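 further: myotubes were challenged with 10 µM simvastatin during compound exposure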
PglD DTNB – blocks C. jejuni PglD acetyltransferase activity; hit rate 0.098% among 360,000; inhibition, % at 12.5 µM; purified PglD enzyme, DTNB colorimetric CoA detection; in the data active means inhibition above about 16%, passing the limit was not always enough; inconclusive means no clear call, values can overlap the other calls; further: strong numbers were not always called active
miR122 inh – miR-122 inhibition in Huh7 cells; AID 602342; activation (reporter increase), % at 12.5 µM; hit rate 0.3% among 340,000; Huh7 miR-122 Renilla luciferase sensor, 48 h; neutral wells = 0, positive control = 100;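 active means mean replicate activation score at least 90 and every replicate individually at or above 90; inconclusive means only one of the two criteria met; inactive means neither criterion met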;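 further: higher luciferase means less miR-122 activity so hits act as miR-122 inhibitors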
PGC1a acetyl inh – PGC1a acetylation modulation, inhibitor mode; U2OS PGC1a acetylation, AlphaScreen anti-acetyl-lysine; with virally co-expressed GCN5 acetyltransferase; inhibition, % at 15.6 µM; hit rate 0.17% among 350,000; AID 651687;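 active means every replicate shows inhibition of at least 40%; inconclusive means mean inhibition at least 40% but some replicate below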;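 further: 0% = neutral control wells and 100% = positive control wells; some results beyond the cut were filed as inactive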
FN deposit inh – fibronectin deposition inhibition; AID 743247; inhibition, % at 12.6 µM; hit rate 0.086% among 350,000; AH1F fibroblasts, Alexa488-fibronectin deposition fluorescence, overnight;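 active means mean inhibition across replicates of 30% or more, regardless of how many single replicates reach that level; inconclusive means mean under 30% yet at least half of replicates reach 30%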;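 further: positive control wells lacked labelled fibronectin entirely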
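Material – AH1F fibroblast monolayer, labelled fibronectin deposition · Reagent – labelled fibronectin 24 nM · Timing – 1 h adhesion, overnight exposure · Measured by – fluorescence at 485 nm excitation, 525 nm emission · Read-out – inhibition of fibronectin deposition signal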
GSIS activator – GLuc luminescence reporter in INS-1E cells, primary screen for activators of glucose-dependent secretion of insulin; INS-1E GLuc reporter insulin secretion, 2-3 h; AID 743287; activation, % at 16.6 µM; hit rate 0.61% among 370,000;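 active means lowest replicate activation of at least 40%, so every replicate reaches that level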;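 further: 0% = median of neutral control wells and 100% = median of IBMX positive control wells; some compounds called inactive have numbers as strong as hits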
CFTR F508del cor – CFTR F508del correction in bronchial cells. CFBE cells, YFP halide quenching; stimulated with forskolin plus potentiator P3; % fluorescence drop versus neutral controls. activity (quench increase), % at 7.58 µM. hit rate 0.36% among 350,000. AID 720511;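 active means mean added fluorescence quench of at least 8% versus neutral control, with both replicates also reaching 8%; inconclusive means only one of the mean or replicate conditions met; inactive means mean below 8% and not both replicates reaching 8%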;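 further: cells transiently co-express mutant CFTR-F508del with the halide-sensitive YFP; corrector assay measuring rescue of mutant channel to the surface after 24 h compound exposure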
Starred values were filed as active, the others as inactive; u = inconclusive; x = not tested or not shown; [ ] = remark or other dose.

SMILES	Cneo AK release	C2C12 statin	PglD DTNB	miR122 inh	PGC1a acetyl inh	FN deposit inh	GSIS activator	CFTR F508del cor
Cc1ccc(NC(=O)CN(C)C(=O)C(Sc2ccccc2)c2ccccc2)cc1 (stereo unspecified)	1	2	-7	2	0	3	-20	2.8
COc1ccccc1C1=Nn2c(nnc2C2CCCCC2)SC1	2	x	1	-1	18	x	17	x
CCN(CC)c1ccc(C(=O)NNC(=O)CCc2nc3ccccc3c(=O)[nH]2)cc1	-1	-2	-3	x	x	9	-9	-2.3
CC1=CC(C)(C)N(C(=O)CSc2nnc(N)s2)c2ccccc21	5	x	-1	0	-4	-5	5	x
O=c1c2ccccc2[nH]c(=S)n1CCN1CCc2ccccc2C1	x	x	x	x	14	-1	5	0.5
COc1cccc2c1Oc1ncccc1N(C(=O)CCC(=O)NCc1ccccc1Cl)C2	0	11	-2	0	1	3	-1	-0.8
COc1ccc(CN(C)C(=O)CNC(=O)CNC(=O)c2ccc(Cl)cc2Cl)cc1F	-2	0	-3	x	x	-5	6	1.2
COC(=O)C=C1CCC2C3CC(F)C4(O)CC(=O)CCC4(C)C3C(=O)CC12C (stereo unspecified)	-1	-4	2	x	33	1	2	2.0
C/C=C/c1cnc2c(c1)C(=O)N([C@@H](C)CO)C[C@@H](C)[C@@H](CN(C)CC1CCOCC1)O2	-5	7	-3	-2[16.7 µM]	15	-7	-2	-0.7
Cc1ccccc1N(CC(=O)N1CCN(c2ccccc2)CC1)S(C)(=O)=O	-2	7	6	9	-4	-11	x	x
C[C@H]1CN([C@@H](C)CO)C(=O)c2cc(C#Cc3ccccc3F)cnc2O[C@H]1CN(C)C(=O)C1CCC1	-2	-55	-1	-25[16.7 µM]	8	x	-13	-4.9
COc1ccccc1C(=O)Nc1cc(Cl)ccc1-n1cncn1	-1	x	2	12	2	-7	14	-1.2
CCOc1cccc(CN2CCCC(C(=O)c3cc(Cl)ccc3OC)C2)c1O (stereo unspecified)	1	-1	-1	4	-12	0	-1	1.7
C/C(CC(=O)NCc1ccc(F)cc1)=N\NC(N)=S	-4	-24	-5	-6	0	-5	-23	-2.3
CCOc1[nH]c(/N=C/c2ccco2)c(C#N)c1C#N	-1	-4	5	1	9	x	x	x
COc1ccc(Cn2nnnc2CN2CCc3ccccc3C2)cc1	0	18	3	1	7	2	x	x
COc1cc(C(C)n2nnc3ccccc32)ccc1O (stereo unspecified)	1	-1	-1	-4	-2	0	24	2.2
Cc1ccc(S(=O)(=O)N2CCC(C(=O)NNC(=O)c3ccc(F)cc3)CC2)cc1	x	x	x	x	10	-1	5	-1.5
C[C@@H]1CN([C@@H](C)CO)C(=O)Cc2cc(NC(=O)Nc3ccc(F)cc3)ccc2O[C@H]1CN(C)C(=O)Nc1ccc(F)cc1	2	-2	1	0[16.7 µM]	6	x	-6	-4.7
CCCOc1ccc(CNC(=O)C2CCN(c3nnc(N4CCCC4=O)s3)CC2)cc1	-1	3	8	-1	-12	-2	x	0.3
O=c1c(Cc2ccccc2)c(O)ccn1Cc1ccco1	x	x	x	1	-7	-11	38	-0.8
CCOc1nc(C#N)nc(N2CCCCC2)n1	2	x	2	1	9	2	x	x
COc1ccc(CN(Cc2ccccn2)C(=O)CN2C(=O)COc3ccccc32)cc1	-3	x	2	-3	-3	x	2	2.0
O=C(OCC(=O)N1CCN(c2ccccc2)CC1)c1ccc[n+]([O-])c1	5	7	-7	0	x	4	-10	-4.0
CN(C)CC1(c2ccccc2)CCCC1	-3	-3	-2	-3	6	x	x	x

Next structures:
SMILES	Cneo AK release	C2C12 statin	PglD DTNB	miR122 inh	PGC1a acetyl inh	FN deposit inh	GSIS activator	CFTR F508del cor
Cc1ccc(NC(=O)COc2cccc(C)c2C)cc1S(=O)(=O)N1CCCCCC1	x	x	x	-5	-7	-7	-11	-4.9
Cc1ncoc1C(=O)Nc1nccs1	5	x	0	-7	-2	x	4	x
O=C(NCC1CC1)[C@H]1[C@H](CO)[C@H]2Cn3c(ccc(-c4ccccc4F)c3=O)[C@@H]1N2Cc1ccncc1	2	-9	-2	0[16.7 µM]	x	x	-1	-1.4
CCOC(=O)c1cnc(SCC(=O)N2CCOCC2)nc1N	x	x	x	x	8	4	6	0.4
CN(c1ccccc1)S(=O)(=O)c1ccc(C(=O)Nc2nnc(C3=COCCO3)o2)cc1	-3	x	6	x	x	-3	5	-1.3
COc1ccc(CCNC(=O)c2ccccc2NC(=O)C2=C(C)OCCS2)cc1OC	-1	13	2	x	x	-1	19	-2.0
COc1ccc(C(CC(=O)O)NC(=O)c2cc3cc(Br)ccc3oc2=O)cc1OC (stereo unspecified)	0	5	-2	27	-14	-1	4	2.5
CO[C@@H]1CN(C)C(=O)c2cc(NC(=O)NC(C)C)ccc2OC[C@H](C)N(CC2CC2)C[C@H]1C	-1	9	-3	x	2	10	-6	-0.2
CC(C)C/C(O)=C/c1nc2cc(Cl)ccc2oc1=O	0	x	-6	-2	-10	-2	-5	x
Cc1ccc(S(=O)(=O)N2CCc3ccccc3CC2)cc1	-6	-6	-5	x	-39	-6	-6	3.2
CN1C(=O)c2cc(NC(=O)Nc3cccc(Cl)c3)ccc2OC[C@@H]2O[C@H](CC(=O)NCCc3ccncc3)CC[C@H]21	-2	-20	-1	-48[16.7 µM]	-11	3	-16	2.0
Cc1cc(C)nc(N/C(=N\S(=O)(=O)Cc2ccccc2)Nc2ccccc2Br)n1	4	x	-1	180*	x	0	-1	x
CN(C)C(CNC(C(=O)Nc1ccc(F)cc1)c1ccccc1)c1ccccc1 (stereo unspecified)	-2	6	2	-4	x	1	4	0.4
CC(NC(=O)C1CCN(S(=O)(=O)c2cccc3nonc23)CC1)c1ccccc1 (stereo unspecified)	0	-2	-6	x	x	-5	-1	-0.4
COc1ccc(C(C)=O)cc1CSCc1cc(C(C)=O)ccc1OC	-3	-12	0	3	-32	4	-3	-1.3
CC(=O)Nc1ccc(S(=O)(=O)n2cnc3ccccc32)cc1	1	x	0	-3	1	-2	x	x
Nc1ccc(C(=O)N/N=C/c2cn(Cc3ccc(F)cc3)c3ccccc23)cc1	-1	18	4	-3	6	x	11	-0.6
CC1(C)O[C@@H]2[C@H](O1)[C@@H](COS(=O)(=O)O)O[C@H]2n1c(=S)[nH]c2c(=O)[nH]c(N)nc21	-2	1	-4	-1	x	-2	1	-1.7
COCc1cn(CC[C@H]2CC[C@@H](NC(=O)Nc3ccc(OC)cc3)[C@H](CO)O2)nn1	11	-4	3	x	2	x	5	-2.8
CCCC(=O)C1=C(SCC)CC(C)(C)C(C(=O)OC)C1=O (stereo unspecified)	0	-22	-3	-3	-3	x	x	x
S=c1[nH]nc(C2CCCCC2)n1/N=C/c1ccccc1Cl	17	0	5	-1	10	0	8	2.4
O=c1[nH]c(SCc2ccc(F)cc2)nc2c1cnn2-c1ccc(F)cc1	0	7	-3	1	3	-3	x	1.1
Cc1noc(C)c1NC(=O)Nc1cccc2c1O[C@@H](CN(C)CC1CC1)[C@H](C)CN([C@H](C)CO)C2=O	-2	5	-2	7[16.7 µM]	3	x	8	-1.5
O=c1c(=O)n(O)c2ccccc2n1O	1	-12	-3	x	6	-4	x	x
COc1ccc(OC)c(C=C2CCc3ccccc3C2=O)c1	2	-10	-1	19	-17	2	-8	0.7

Next part.
SMILES	Cneo AK release	C2C12 statin	PglD DTNB	miR122 inh	PGC1a acetyl inh	FN deposit inh	GSIS activator	CFTR F508del cor
CCCc1cc(=O)[nH]c(SCC(=O)N2CCN(S(=O)(=O)c3ccc(C)cc3)C2)n1	-1	10	1	-9	-5	-5	x	-0.8
C#CCSc1nnnn1-c1cccc(Cl)c1	1	4	6	1	x	-5	x	0.5
COc1ccc(S(=O)(=O)N2CCOC2CNC(=O)C(=O)NCCCN2CCOCC2)cc1C (stereo unspecified)	0	-11	-3	-1	0	4	-9	-1.0
CCOC(=O)c1cc(-c2cccs2)nc2c1c(C)nn2-c1ccccn1	14	9	4	1	-26	1	4	3.1
C=CCn1c(SCC(=O)Nc2cc(C)on2)nc2sc(C)c(C)c2c1=O	-1	0	7	-3	-8	5	x	x
CCC(=O)N1CCC2(CC1)Oc1ccc(Cl)cc1C(=O)C21CC(c2cccnc2)=NO1 (stereo unspecified)	-1	-2	5	-5	-17	-55	x	4.1
COc1ccc(S(=O)(=O)Nc2ccc3oc(C)c(C(=O)O)c3c2)cc1	-2	-3	6	x	-3	-8	-5	-1.3
COc1cccc(C(=O)c2c(C)c(CCC#N)n3ccccc23)c1OC	x	x	x	x	8	2	0	0.3
Cc1ccc(NS(=O)(=O)c2cccc(C(=O)Nc3cc(C)on3)c2)cc1	-1	x	-5	68	2	4	-4	x
Cc1ccc(S(=O)(=O)Nc2ccc3c(c2)C(=O)N([C@@H](C)CO)C[C@H](C)[C@@H](CN(C)Cc2ccc(Cl)c(Cl)c2)OCCCC[C@@H](C)O3)cc1	-1	x	3	-5[16.7 µM]	-4	-5	-20	u
CC(C)CC#Cc1cnc2c(c1)C(=O)N([C@@H](C)CO)C[C@H](C)[C@H](CN(C)C(=O)Nc1cccc(F)c1)O2	-12	57	4	0[16.7 µM]	-3	x	-15	-1.7
Nc1c(C(=O)N2CCCCCC2)oc2ccccc12	0	2	0	1	1	-24	10	-1.4
CC1CN(C(=O)c2cccs2)CC(C)O1 (stereo unspecified)	x	x	x	x	-5	-1	12	-0.4
CCOC(=O)C1(Cc2ccc(OC)cc2)CCN(C(=O)c2cc(C)on2)CC1	1	1	2	-3	-4	7	4	-1.9
CCOC(=O)C1CCCN(C(=O)COc2ccc(C(C)(C)C)cc2)CC1 (stereo unspecified)	-1	-1	-2	-1	-26	3	-36	-0.7
C[C@@H]1CCCCO[C@@H](CN(C)C(=O)CCC(F)(F)F)[C@@H](C)CN([C@H](C)CO)C(=O)c2cc(NC(=O)Nc3ccccc3)ccc2O1	0	x	2	-3[16.7 µM]	10	-1	14	-0.6
COc1ccccc1CNC(=O)C[C@@H]1C[C@H]2c3cc(NC(=O)CN(C)C)ccc3O[C@H]2[C@H](CO)O1	-20	-1	-4	3[16.7 µM]	-2	x	-4	-3.7
C#CCOCCOCCOCCNc1nc(N2CCN(C(=O)[C@H](C(C)C)n3cc(CCO)nn3)CC2)nc(N2CCN(C(=O)[C@H]([C@@H](C)CC)n3cc(CCCN=C(N)N)nn3)CC2)n1	2	-9	0	x	x	-2	6	-2.4
Cc1ccc(C(=O)COC(=O)c2cccc([N+](=O)[O-])c2)s1	-2	-1	-1	-3	-3	6	-2	4.4
Cc1c(C(=O)NCCc2ccc3c(c2)OCCO3)oc2ccccc12	0	-3	0	-7	-16	-2	x	x
CCCC(=O)Nc1ccc(S(=O)(=O)Nc2cc(OC)ncn2)cc1	6	x	13	x	x	x	17	-1.5
CCOC(=O)Cn1nnnc1CN(Cc1ccc(OC)cc1)Cc1cc2cc(CC)ccc2[nH]c1=O	-2	-4	0	3	2	x	-3	3.4

Quoted at random: two entries already listed
SMILES	Cneo AK release	C2C12 statin	PglD DTNB	miR122 inh	PGC1a acetyl inh	FN deposit inh	GSIS activator	CFTR F508del cor
CC(C)CC#Cc1cnc2c(c1)C(=O)N([C@@H](C)CO)C[C@H](C)[C@H](CN(C)C(=O)Nc1cccc(F)c1)O2	-12	57	4	0[16.7 µM]	-3	x	-15	-1.7
CCOC(=O)c1cc(-c2cccs2)nc2c1c(C)nn2-c1ccccn1	14	9	4	1	-26	1	4	3.1

Screening results (PubChem BioAssay)
